mIAP activ: activators of mouse IAP, primary screen, biochemical, luminescence, uHTS | muIAP, CDP-Star luminescence, 30 min; stronger effect = higher value; 1 = vehicle-only enzyme signal, 0 = enzyme-free wells | activation factor at 10 µM | AID 2805, 2010 | 330,000 tested, 0.24% active;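 active = activation factor of at least 2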; also: the source names both 10 and 20 µM as test concentration; values of inactives mirror those of a sister screen read the other way
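Assay system: mouse IAP enzyme / Compound: DMSO-dissolved test compounds / Timing: 30 min, room temperature / Measured by: luminescence from enzymatic CDP-Star hydrolysis / Control set: DMSO-only wells, enzyme-free buffer wells as negative control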
NR3A LBD binder: binders of NR3A ligand-binding domain, primary screen, biophysical, differential scanning fluorimetry, uHTS. Glutamate receptor ionotropic, NMDA 3A (GRIN3A) ligand-binding domain. NR3A LBD differential scanning fluorimetry, Tm shift; 0% = protein alone, 100% = glycine-bound protein. Tm shift relative to glycine control, % at 25 µM. 340,000 tested, 2.5% active. AID 1259313, 2017;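 active = melting temperature shift of at least 10% of the positive control shift, at one fixed dose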
A3A deaminase: APOBEC3A ssDNA deaminase inhibitors, primary screen, selectivity assay for APOBEC3G inhibitor project, biochemical, FAM/TAMRA oligo cleavage fluorescence | 330,000 tested, 0.41% active | inhibition, % at 20 µM | recombinant A3A, FAM/TAMRA ssDNA deamination fluorescence;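 active = at least 40% inhibition at 20 µM here, with at most 30% in a related deaminase screen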;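 also: plate controls were A3A with DMSO for no effect and wells lacking A3A enzyme for full effect; some results filed as inactive read as strong as hits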
Target sequence (P31941 whole entry, looked up): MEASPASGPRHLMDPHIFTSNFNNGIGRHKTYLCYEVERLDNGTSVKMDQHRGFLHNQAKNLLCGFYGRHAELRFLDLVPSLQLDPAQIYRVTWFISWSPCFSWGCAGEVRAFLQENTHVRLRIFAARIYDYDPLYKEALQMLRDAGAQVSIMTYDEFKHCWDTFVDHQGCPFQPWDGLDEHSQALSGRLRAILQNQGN
hIAP inh: human IAP inhibitors, primary screen, biochemical, luminescence, uHTS | Intestinal-type alkaline phosphatase (Homo sapiens), P09923 | purified IAP, CDP-Star luminescence, 30 min | inhibition, % at 10 µM | 330,000 tested, 0.12% active | AID 2544, 2010;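 active = inhibition reaching a set limit with compound at 10 µM in the primary screen, cut at about 35% in these data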;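 also: plate controls were DMSO wells with enzyme for no effect and no-enzyme buffer wells for full effect; values of inactives mirror those of a sister screen read the other way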
Target sequence (P09923 whole entry, looked up): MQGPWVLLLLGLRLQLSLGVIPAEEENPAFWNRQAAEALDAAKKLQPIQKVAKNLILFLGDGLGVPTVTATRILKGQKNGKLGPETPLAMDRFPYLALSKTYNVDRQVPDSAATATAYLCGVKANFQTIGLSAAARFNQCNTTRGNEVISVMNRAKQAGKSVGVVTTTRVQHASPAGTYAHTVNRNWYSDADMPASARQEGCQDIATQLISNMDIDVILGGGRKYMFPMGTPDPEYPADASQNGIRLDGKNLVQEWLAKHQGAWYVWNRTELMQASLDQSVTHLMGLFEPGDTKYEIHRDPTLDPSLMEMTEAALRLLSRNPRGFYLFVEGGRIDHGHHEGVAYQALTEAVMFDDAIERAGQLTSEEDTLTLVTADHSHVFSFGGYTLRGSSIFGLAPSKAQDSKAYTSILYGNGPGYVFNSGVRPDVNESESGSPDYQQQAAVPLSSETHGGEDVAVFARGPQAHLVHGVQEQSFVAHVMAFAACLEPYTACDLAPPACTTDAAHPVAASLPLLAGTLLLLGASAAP
hIAP act: human IAP activators, primary screen, biochemical, luminescence, uHTS; purified human IAP, CDP-Star luminescence, 30 min; stronger effect = higher value; 1 = vehicle-only enzyme, 0 = enzyme-free background; activation factor at 10 µM; AID 2524, 2010; 330,000 tested, 0.16% active;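 active = activation factor of the enzyme at least 2-fold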; also: the source names both 10 and 20 µM as test concentration; values of inactives mirror those of a sister screen read the other way
MIN6 prolif: inducers of MIN6 beta-cell proliferation, primary screen, ATP luminescence, uHTS; MIN6 cells proliferation, ATPlite luminescence, 48 h; cells starved in 0.2% serum; 100% = growth in 10% serum; proliferation, % at 10 µM; 330,000 tested, 0.29% active; AID 2380, 2010;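 active = compounds whose signal lies at least 3.5 SD above the mean of all wells on their plate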;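 also: 0% = DMSO-treated cells in low-serum medium and 100% = 10% serum control; some compounds called inactive have numbers as strong as hits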
A3G deaminase: APOBEC3G DNA deaminase inhibitors, primary screen, biochemical, fluorescence, single-stranded DNA substrate, uHTS. DNA dC->dU-editing enzyme APOBEC-3G (Homo sapiens), Q9HC16. inhibition, % at 20 µM. 330,000 tested, 0.28% active. recombinant A3G, ssDNA deamination FAM/TAMRA fluorescence. AID 493012, 2011;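 active = inhibition of at least 40% at 20 µM, with no more than 30% in the related APOBEC3A deaminase screen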;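 also: plate controls were DMSO wells with A3G for no effect and wells lacking A3G enzyme for full effect; some compounds called inactive have numbers as strong as hits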
mIAP block: inhibitors of mouse IAP, primary screen, biochemical, luminescence, uHTS. 330,000 tested, 0.2% active. intestinal alkaline phosphatase [Mus musculus]. inhibition, % at 10 µM. AID 2806, 2010. purified mouse IAP, CDP-Star luminescence, 30 min;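 active = inhibition of at least 40% at 10 µM in the primary screen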;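 also: plate controls were DMSO with enzyme for no effect and no enzyme wells for full effect; values of inactives mirror those of a sister screen read the other way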
MPTP block: mitochondrial permeability transition pore inhibitors, primary screen, biochemical, isolated mouse mitochondria, absorbance; Ca2+ swelling absorbance, 30 min; inhibition, % at 10 µM; 360,000 tested, 1.4% active;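 active = inhibition of 50% or more, scaled per plate between neutral and stimulator controls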;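 also: 0% = DMSO wells given calcium and 100% = 1 mM EGTA wells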
Active calls of the source: *. Random draw from the library. About 5% of those tested had a hit in this group.

The line under a structure holds: mIAP activ | NR3A LBD binder | A3A deaminase | hIAP inh | hIAP act | MIN6 prolif | A3G deaminase | mIAP block | MPTP block
Cc1cccc(NC(=O)COC(=O)c2ccc(C)c(S(=O)(=O)N3CCCCC3)c2)c1
 : 0.98 | 0 | 2 | -5 | 1 | -2 | -8 | 2 | 1.3
Cc1cccc(C(=O)N[C@H](C(=O)Nc2ncc(C)s2)C(C)C)c1
 : 1 | 1 | -4 | -20 | 1.2 | -4 | -8 | -3 | -1.4
Cc1cc(C)c2cc(CNC3CCCC3)c(Cl)nc2c1
 : 1.1 | 4 | 5 | -6 | 1.1 | -1 | -7 | -8 | 33
CCN(CC)CCCNC1=C(Cl)C(=O)c2ccccc2C1=O
 : 0.88 | 0 | 4 | 24 | 0.76 | -6 | 0 | 12 | 2.4
Cc1cccc(OCCCn2ccnc2)c1
 : 1.1 | 1 | 6 | 0 | 1 | -3 | 1 | -9 | 0.4
CCOC(=O)C1(Cc2cccc(F)c2)CCN(Cc2cnn(CC)c2)CC1
 : 0.94 | -3 | -1 | -4 | 1 | -3 | 2 | 6 | 0.2
Cc1c(C(=O)N(C)c2ccccc2)oc2c1C(O)CC(C)(C)C2 (stereo not given)
 : 0.98 | 1 | -4 | 28 | 0.72 | 2 | -5 | 2 | 1.3
O=C(COC(=O)C1CC2C=CC1C2)Nc1ccccc1[N+](=O)[O-] (stereo not given)
 : 0.98 | 1 | -5 | 19 | 0.81 | -2 | -7 | 2 | -2.5
NCCCCc1cn(CC(=O)N2CCNCC2)nn1
 : 1.1 | 1 | -5 | -6 | 1.1 | -2 | -13 | -6 | 0.3
COC(=O)Cc1ccc(NC(=S)N2CCC(Cc3ccccc3)CC2)cc1
 : 1 | -3 | -10 | 24 | 0.77 | -2 | -9 | 0 | 1.6
COc1cc(/C=C2/C(=N)N3C=CSC3=NC2=O)ccc1OCCCOc1ccccc1C
 : 0.94 | 18* | -4 | -7 | 1.1 | -2 | 6 | 6 | 1.4
COc1cccc(COC(=O)C2CC(=O)N(Cc3ccc(C)cc3)C2)c1OC (stereo not given)
 : 0.94 | 1 | -1 | -5 | 1.1 | 1 | -9 | 6 | -0.5
Cc1ccc(-c2ccc(/C=N/NC(N)=S)o2)cc1
 : 0.75 | -16 | -7 | -7 | 1.1 | -4 | -4 | 25 | 4.1
COc1cc(C(=O)NNC(=S)NC(=O)/C=C/c2ccccc2)cc(OC)c1OC
 : 0.89 | -7 | -8 | -26 | 1.3 | -5 | -11 | 11 | -3.3
COc1cccc(C(=O)Nc2cc3c(cc2Cl)OCCCO3)c1
 : 1 | 7 | -2 | 15 | 0.85 | -4 | -6 | -4 | 3.4

3 of the compounds above, as a markdown table.
| SMILES | mIAP activ | NR3A LBD binder | A3A deaminase | hIAP inh | hIAP act | MIN6 prolif | A3G deaminase | mIAP block | MPTP block |
| --- | --- | --- | --- | --- | --- | --- | --- | --- | --- |
| O=C(COC(=O)C1CC2C=CC1C2)Nc1ccccc1[N+](=O)[O-] (stereo not given) | 0.98 | 1 | -5 | 19 | 0.81 | -2 | -7 | 2 | -2.5 |
| CCOC(=O)C1(Cc2cccc(F)c2)CCN(Cc2cnn(CC)c2)CC1 | 0.94 | -3 | -1 | -4 | 1 | -3 | 2 | 6 | 0.2 |
| COc1cc(/C=C2/C(=N)N3C=CSC3=NC2=O)ccc1OCCCOc1ccccc1C | 0.94 | 18* | -4 | -7 | 1.1 | -2 | 6 | 6 | 1.4 |

More results follow:
The line under a structure holds: mIAP activ | NR3A LBD binder | A3A deaminase | hIAP inh | hIAP act | MIN6 prolif | A3G deaminase | mIAP block | MPTP block
CCCC(=O)Nc1ccccc1NC(=O)c1ccc(OC(C)=O)cc1
 : 0.94 | -1 | -1 | 5 | 0.95 | -1 | -7 | 6 | 3.7
O=C(NCCCN1CCOCC1)c1ccco1
 : 1 | -1 | -3 | 2 | 0.98 | 0 | -8 | -4 | 1.5
COc1cc(-c2n[nH]c(=S)n2-c2ccccc2C(F)(F)F)cc(OC)c1OC
 : 0.97 | 0 | -2 | -12 | 1.1 | -1 | 10 | 2 | 3.0
O=C(CS(=O)(=O)c1ccccc1)Nc1nccs1
 : 0.95 | -1 | -2 | -5 | 1 | 4 | -5 | 5 | -0.4
O=c1[nH]c2ccccc2n1Cc1ccccc1
 : 0.93 | 1 | -3 | 22 | 0.78 | 8 | -7 | 7 | -0.5
CCOc1ccc(Br)cc1S(=O)(=O)Nc1ccc(C(=O)OC(C)C(=O)N(C)c2ccccc2)cc1 (stereo not given)
 : 0.88 | 3 | -2 | 11 | 0.89 | 0 | 0 | 12 | 0.0
CCCCN(C(=O)Cc1ccc(S(=O)(=O)N2CCOCC2)s1)c1c(N)n(CC(C)C)c(=O)[nH]c1=O
 : 0.98 | -2 | 1 | 4 | 0.96 | -2 | -8 | 2 | -0.2
CCC(=O)N(CC(=O)Nc1sc(C)c(C)c1C(N)=O)Cc1ccc(F)cc1
 : 0.95 | -5 | 3 | 4 | 0.96 | -2 | 0 | 5 | -1.0
CC1CCc2c(sc(NC(=O)c3ccc(Cn4cc(Br)cn4)o3)c2C(N)=O)C1 (stereo not given)
 : 0.93 | -2 | -3 | -1 | 1 | -2 | -4 | 7 | 0.4
CN(Cc1ccc(Cl)c(Cl)c1)C(=O)CN1C(=O)NC2(CCCC2)C1=O
 : 0.96 | 3 | 3 | 14 | 0.86 | 3 | -13 | 4 | -0.5
CCCCC(=O)NC(c1ccc(Cl)cc1Cl)c1ccc2cccnc2c1O (stereo not given)
 : 0.97 | 0 | -1 | -22 | 1.2 | -4 | -5 | 3 | 6.8
CC(=O)Nc1ccc(NC(=O)c2ccc(C3SCC(=O)N3CCc3ccccc3)cc2)cc1 (stereo not given)
 : 1 | -22 | -1 | 15 | 0.85 | 0 | -3 | -5 | -0.3
CCOc1ccccc1C(c1c(O)nc(SC)[nH]c1=O)c1c(O)nc(SC)[nH]c1=O
 : 0.91 | -4 | 2 | 16 | 0.84 | -2 | 7 | 9 | 2.4
COc1ccccc1CNC(=O)Cn1cc2c(n1)CCCC2
 : 1 | 2 | 2 | 5 | 0.95 | -3 | 13 | -4 | -0.7
COc1cccc(CNC(=O)c2ccc(OCC(=O)N3CCOCC3)c(OC)c2)c1
 : 1 | 0 | -4 | -4 | 1 | -4 | -9 | -5 | -0.8
COC(=O)CC1C(=O)NCCN1Cc1cn(-c2ccc(C)cc2)nc1-c1cccc(C)c1 (stereo not given)
 : 0.98 | -2 | 1 | 5 | 0.95 | -1 | 1 | 2 | 0.9
Cc1c(C)c(C)c(S(=O)(=O)N2CCNCC2)c(C)c1C
 : 1 | -1 | 4 | 0 | 1 | -3 | -2 | -1 | 4.5
COC(=O)C1(O)CC(C(C)C)=NN1C(=O)c1ccc(Cl)cc1 (stereo not given)
 : 0.88 | -4 | -2 | 0 | 1 | -1 | -3 | 12 | 0.0
OC(Cn1nnc2ccccc21)Cn1c(C(F)(F)F)nc2ccccc21 (stereo not given)
 : 1.1 | 3 | -6 | 1 | 0.99 | -3 | -8 | -8 | 2.2
Cc1nc(Cl)cc(CS(=O)(=O)c2ccc(Cl)cc2)n1
 : 1 | 0 | -3 | -1 | 1 | -5 | -5 | 0 | 0.6
CCc1nc(SCC(=O)NC2CC2)c2c(C)c(C)sc2n1
 : 0.96 | -2 | 1 | 1 | 0.99 | 2 | -6 | 4 | 0.2
O=c1cc(CNC2CCCCC2)c2ccccc2[nH]1
 : 1.1 | 0 | -1 | 1 | 0.99 | 4 | 0 | -14 | 1.1
O=C(c1cccc(F)c1)N1CCN(Cc2ccco2)CC1
 : 0.93 | -4 | 9 | -3 | 1 | -1 | -4 | 7 | -2.4
COc1cc(OC)cc(C(=O)NC(C(=O)NNC(=O)c2ccc(C)cc2)C(C)C)c1 (stereo not given)
 : 1.1 | 0 | 3 | -31 | 1.3 | -4 | -5 | -7 | 0.5
CCOC(=O)Cc1csc(NC(=O)C(C)(C)CC)n1
 : 1 | 0 | -2 | -1 | 1 | -3 | -5 | -2 | 2.3
Cc1cc(NC(=O)CSCCc2ccncc2)no1
 : 1.2 | 2 | -5 | -8 | 1.1 | -2 | -10 | -15 | -2.9
COCCOC(=O)C1=C(C)N=C2SCCC(=O)N2C1c1ccc(OC(=O)c2ccco2)cc1 (stereo not given)
 : 1 | -2 | -5 | -6 | 1.1 | -3 | -6 | -1 | 0.1
COC(=O)C1=C(C)NC(C)=C(C(=O)OC)C1C(=O)OCc1nc2cc(C(=O)OC)ccc2c(=O)[nH]1
 : 1 | 0 | 2 | -4 | 1 | -1 | -5 | 0 | -1.7
Cc1cc(C)n2nc(C(=O)OCC(=O)c3cc(C)n(C)c3C)nc2n1
 : 0.96 | 1 | 35 | 8 | 0.93 | 2 | 25 | 4 | 0.0
C=C(C)CN1C(=O)C2(OCCO2)c2cc(Br)ccc21
 : 1 | 1 | -3 | 10 | 0.9 | 4 | -4 | 0 | 3.2
O=C(NC1CC2CCCC(C1)N2C(=O)Nc1ccccc1)C1CC1 (stereo not given)
 : 1 | 0 | -2 | 12 | 0.88 | -1 | -12 | -2 | -0.8
COC(=O)c1sccc1NC(=S)N1CCCC(C)C1 (stereo not given)
 : 0.98 | 1 | -4 | 0 | 1 | 4 | -3 | 2 | -0.6
N#Cc1ccc(OC(=O)Cc2ccsc2)cc1
 : 1 | -1 | 2 | -12 | 1.1 | -2 | -2 | -4 | -1.5
COc1cc(NC(=O)Nc2cccc(Cl)c2)c(OC)cc1NC(=O)CN1CCCCC1
 : 1.1 | 9 | -2 | 16 | 0.84 | -7 | -3 | -14 | 7.5

Another view of part of the listing above:
> O=C(NC1CC2CCCC(C1)N2C(=O)Nc1ccccc1)C1CC1 (stereo not given)
- mIAP activ: 1
- NR3A LBD binder: 0
- A3A deaminase: -2
- hIAP inh: 12
- hIAP act: 0.88
- MIN6 prolif: -1
- A3G deaminase: -12
- mIAP block: -2
- MPTP block: -0.8
> COC(=O)c1sccc1NC(=S)N1CCCC(C)C1 (stereo not given)
- mIAP activ: 0.98
- NR3A LBD binder: 1
- A3A deaminase: -4
- hIAP inh: 0
- hIAP act: 1
- MIN6 prolif: 4
- A3G deaminase: -3
- mIAP block: 2
- MPTP block: -0.6
> N#Cc1ccc(OC(=O)Cc2ccsc2)cc1
- mIAP activ: 1
- NR3A LBD binder: -1
- A3A deaminase: 2
- hIAP inh: -12
- hIAP act: 1.1
- MIN6 prolif: -2
- A3G deaminase: -2
- mIAP block: -4
- MPTP block: -1.5
> COc1cc(NC(=O)Nc2cccc(Cl)c2)c(OC)cc1NC(=O)CN1CCCCC1
- mIAP activ: 1.1
- NR3A LBD binder: 9
- A3A deaminase: -2
- hIAP inh: 16
- hIAP act: 0.84
- MIN6 prolif: -7
- A3G deaminase: -3
- mIAP block: -14
- MPTP block: 7.5
